Screening results from PubChem.
MOR-DOR inv ag: mu-delta opioid heterodimer inverse agonism; AID 504357; cell-based MOR-DOR heterodimer luminescence; inhibition, % at 9.3 µM; 0.21% of 340,000 active; P35372+P41143; in the data active means inhibition above about 22%, passing the limit was not always enough;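 further: 0% = cells with DMSO and 100% = wells without cells with DMSO; values of inactives mirror those of a sister screen read the other way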
Target sequence (P35372 whole entry, looked up): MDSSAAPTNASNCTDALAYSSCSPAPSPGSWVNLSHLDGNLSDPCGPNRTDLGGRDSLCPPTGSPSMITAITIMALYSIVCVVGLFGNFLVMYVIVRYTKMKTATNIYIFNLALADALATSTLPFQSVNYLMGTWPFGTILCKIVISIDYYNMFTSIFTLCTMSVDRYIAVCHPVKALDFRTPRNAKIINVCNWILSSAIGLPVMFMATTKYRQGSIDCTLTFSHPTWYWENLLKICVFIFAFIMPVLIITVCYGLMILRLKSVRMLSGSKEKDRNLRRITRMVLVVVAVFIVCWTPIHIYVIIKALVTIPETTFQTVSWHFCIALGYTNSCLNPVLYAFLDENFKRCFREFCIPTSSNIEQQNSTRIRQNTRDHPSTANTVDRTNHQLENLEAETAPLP
Target sequence (P41143 whole entry, looked up): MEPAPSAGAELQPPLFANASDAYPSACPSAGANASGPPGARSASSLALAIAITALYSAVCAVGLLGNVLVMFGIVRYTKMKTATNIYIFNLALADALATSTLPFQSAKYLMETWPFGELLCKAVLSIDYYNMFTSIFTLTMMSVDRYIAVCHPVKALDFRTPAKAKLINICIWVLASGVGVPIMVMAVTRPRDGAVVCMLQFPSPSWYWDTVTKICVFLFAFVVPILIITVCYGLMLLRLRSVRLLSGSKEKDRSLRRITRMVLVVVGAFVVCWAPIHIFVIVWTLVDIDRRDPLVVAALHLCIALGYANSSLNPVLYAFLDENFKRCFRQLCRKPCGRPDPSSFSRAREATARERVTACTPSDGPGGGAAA
V-ATPase pHluor: yeast V-ATPase proton transport regulation by pHLuorin | 0.37% of 350,000 active | AID 504577 | S. cerevisiae, pHLuorin cytosolic pH fluorescence | response, % at 10 µM; in the data active means response mostly above about 7.3%, no sharp cut-off; inactive means mostly below about 5.4%; further: actives read high; inactives centre near 0; some compounds called inactive have numbers as strong as hits; reference of the scale not given here
Wnt bcat act: activates Wnt/beta-catenin signaling in a reporter cell assay. activator, plate reader. activation, % at 9.35 µM. 1.2% of 300,000 active; in the data active means activation above about 30%, passing the limit was not always enough;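 further: 0% = neutral control wells and 100% = positive control wells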
DSG3 Ab inh: inhibitors of pemphigus antibody binding to human desmoglein-3; P32926; DSG3-coupled beads, scFv-anti-DSG3-GFP binding, flow cytometry; active compounds read low; binding (percent of control), % at 10 µM; 0.48% of 310,000 active;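 active means binding more than 3 SD below its plate's average and above zero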;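 further: hits lower antibody fragment binding to DSG3; some compounds called inactive have numbers as strong as hits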
Keap1 Nrf2 FP: disrupts human Keap1 binding to Nrf2 peptide; Q14145; Keap1 Kelch-Nrf2 peptide fluorescence polarization, 1536-well; inhibition, % at 9.4 µM; 0.15% of 340,000 active; in the data active means inhibition above about 12%;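 further: human Keap1 Kelch domain with fluorescein labeled Nrf2 9mer peptide probe; 0% = neutral control wells and 100% = peptide positive control; higher means more block of Keap1 binding to Nrf2 peptide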
LANA DNA inh: blocks KSHV LANA C-terminal domain binding to DNA; 0.078% of 340,000 active; inhibition, % at 9 µM; AID 504423; MBP-C-LANA/FAM-LBS DNA binding, fluorescence polarization;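 active means highest replicate inhibition at or above 60% at 9 µM, even if other replicates fall short; inactive means all replicates below 60% inhibition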;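 further: 0% = neutral control wells and 100% = 4 µM acridine orange control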
RTF Ca sens act: increases calcium sensitivity of human cardiac regulated thin filaments | IANBD-labeled TnC RTF fluorescence at EC20 calcium; 0% EC20 calcium, 100% full calcium | activation, % at 7.2 µM | P19429+P45379 | AID 493008 | 0.24% of 340,000 active;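 active means activation above the mean over all tested compounds plus 3 SD, cut at about 30% in these data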;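 further: rise in fluorescence read as greater calcium sensitivity of cardiac thin filaments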
RTF Ca sens inh: cardiac RTF calcium desensitization | P19429+P45379 | IANBD-labeled cardiac RTF, Ca2+ fluorescence | inhibition, % at 7.15 µM | 0.12% of 340,000 active;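 active means inhibition above the mean inhibition of all tested compounds plus 3 SD, cut at about 17% in these data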;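 further: assay run at fixed EC70 calcium of 1.6 mM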
Arrestin-AP2 inh: human beta-arrestin and AP2 interaction inhibition; FITC-arrestin peptide / GST-AP2 beads, flow cytometry; AP2 beta2 appendage carries R879A mutation; inhibition, % at 10 µM; 0.31% of 340,000 active;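 active means inhibition above a set limit, near 3 SD of compounds lacking own fluorescence, cut at about 54% in these data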;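 further: plate controls were DMSO wells for no effect and 5 µM unlabelled arrestin peptide for full effect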
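Test system: GST-tagged AP2 beta2-adaptin appendage (R879A) on 4 µm glutathione beads; also added: fluorescein-tagged arrestin peptide at 50 nM final; timing: 12 min plus 1 h, RT; signal: flow cytometry, FL1 (488/535 nm); read-out: percent drop in bead-associated FITC signal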
OPRM1-OPRD1 ag: agonists of human mu-delta opioid receptor heterodimerization; P35372+P41143; activation, % at 9.3 µM; 0.3% of 340,000 active; cells, OPRM1-OPRD1 heterodimerization, luminescence; in the data active means activation above about 18%;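 further: 0% = vehicle-treated cells and 100% = reference agonist; values of inactives mirror those of a sister screen read the other way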
* hit, by the source's call; x = no result given.

Compound	Wnt bcat act	OPRM1-OPRD1 ag	MOR-DOR inv ag	LANA DNA inh	RTF Ca sens inh	Arrestin-AP2 inh	RTF Ca sens act	Keap1 Nrf2 FP	DSG3 Ab inh	V-ATPase pHluor
CC(C)C[C@H](NC(=O)c1[nH]cnc1C(=O)N[C@@H](C)c1ccccc1)C(=O)OC(C)(C)C	-2	5.5	-32	1.3	0	7	-13	3	101	2
CC(C)N(Cc1nccn1C)C(=O)CC1C(=O)NCCN1Cc1ccccc1C(F)(F)F (centres undefined)	-7	-4.1	19	3.0	-3	-4	-3	1	x	-1
COC(=O)CCC(=O)OC1(C)C(=O)C2=CN(c3ccc(OC)cc3)C(c3ccc(OC)cc3)=CC2=C(Br)C1=O (centres undefined)	x	3.3	-18	2.0	-10	23	-5	-1	88	15
COc1ccc(N2CCN(C(=O)CCc3cc(OC)c(OC)c(OC)c3)CC2)cc1	-3	-3.7	18	-0.4	3	0	-2	-3	99	-1
Cc1ccc(/C=N/NC(=O)c2nnn(-c3nonc3N)c2-c2ccc3c(c2)OCO3)s1	1	-0.9	5	-0.5	3	-10	-6	3	95	4
Cc1ccc(Cn2nnc3c(=O)[nH]c(C4CCN(S(=O)(=O)c5ccccc5F)CC4)nc32)cc1	-2	0.0	0	-0.3	-42	5	4	-8	110	1
COCCCNC(=O)CCc1nnc2ccc(N3CCC(C)CC3)nn12	0	-2.8	13	-1.1	-4	34	-1	-1	97	3
Cc1ccc(C(=O)COC(=O)CNC(=O)CN2C(=O)c3ccccc3C2=O)cc1	x	-1.8	9	0.7	-2	-5	-1	0	101	-3
O=C(Nc1ccc2c(c1)OCCO2)C1CCN(S(=O)(=O)c2cccc3nsnc23)CC1	x	-1.1	6	-2.0	-3	3	-1	1	61	2
O=C(NCCCN1CCCC1=O)c1ccc(CNS(=O)(=O)c2ccc(F)cc2)cc1	x	-0.7	4	-2.3	-34	0	5	-3	107	0
COc1ccc(S(=O)(=O)N(C)c2ccc(C(=O)Nc3c(C)n(C)n(-c4ccccc4)c3=O)cc2)cc1	0	1.1	-8	-0.1	-4	-1	-1	-6	106	-1
Cc1ccc(OCC(=O)Nc2ccccc2N2CCOCC2)c(C)c1	x	7.3	-39	-1.9	-1	0	3	-3	98	1
COc1ccccc1CNS(=O)(=O)CC12CCC(CC1=O)C2(C)C (centres undefined)	0	-0.4	2	1.4	-3	16	0	-5	98	-1
COc1ccc(C(=O)N(C)C2CCCc3ccccc32)cc1OC1CCN(C(C)C)CC1 (centres undefined)	1	-1.3	7	-0.9	2	-7	-1	-5	107	3
OCCN1CCN(C2CCC(c3ccc(F)cc3)c3ccc(F)cc32)CC1 (centres undefined)	-3	4.1	-21	0.2	-2	-1	-3	0	100	1
Cc1cccnc1NC(=O)CN1C(=O)c2ccccc2S1(=O)=O	-1	-0.3	2	0.4	9	-4	-1	-2	108	-3
COc1ccc(C(CNC(=O)c2oc3cc(C)c(Cl)cc3c2C)N2CCCCC2)cc1 (centres undefined)	x	-1.9	10	1.1	-2	12	-6	1	x	0
Oc1ccc(N=Cc2sc3ccccc3c2Cl)cc1	x	8.8	-47	-1.3	-7	9	-5	-1	129	3
COC(=O)N1C(=O)[C@](c2ccccc2)(C2CCCC2)N1C(=O)OC	-4	-1.4	8	-1.1	-3	39	1	-43	104	2
O=C1CSC(c2ccncc2)N1Cc1ccccc1 (centres undefined)	-8	-0.7	4	1.1	-5	16	0	1	101	-1

Random excerpt: 2 entries already listed.
Compound	Wnt bcat act	OPRM1-OPRD1 ag	MOR-DOR inv ag	LANA DNA inh	RTF Ca sens inh	Arrestin-AP2 inh	RTF Ca sens act	Keap1 Nrf2 FP	DSG3 Ab inh	V-ATPase pHluor
COC(=O)N1C(=O)[C@](c2ccccc2)(C2CCCC2)N1C(=O)OC	-4	-1.4	8	-1.1	-3	39	1	-43	104	2
Oc1ccc(N=Cc2sc3ccccc3c2Cl)cc1	x	8.8	-47	-1.3	-7	9	-5	-1	129	3

Remaining list, next part
Compound	Wnt bcat act	OPRM1-OPRD1 ag	MOR-DOR inv ag	LANA DNA inh	RTF Ca sens inh	Arrestin-AP2 inh	RTF Ca sens act	Keap1 Nrf2 FP	DSG3 Ab inh	V-ATPase pHluor
CC(C)(C)NC(=O)C[C@H]1C[C@H](C(=O)N2CCCCC2)[C@@]2(CCc3ccccc3)c3[nH]c4ccc(Cl)cc4c3CCN2C1=O	-1	-2.4	12	-1.4	-4	8	-1	-5	99	1
O=c1oc2ccccc2c(Nc2ccc(F)cc2)c1[N+](=O)[O-]	0	-4.3	20	1.6	-7	12	3	-3	98	4
CCCCN(C(=O)NC(=O)Nc1ccccc1OC)S(C)(=O)=O	x	7.4	-46	0.8	4	-4	6	-4	107	2
C/C(=N/NC(=O)c1sc(=S)n(C)c1C)c1ccccc1	x	-0.6	3	-0.4	-47	25	1	-2	95	1
CC(C)(C)C(=O)c1cn(CC(=O)NCc2ccc3c(c2)OCO3)c2ccccc12	-1	-1.5	9	0.5	5	7	-4	0	73	2
O=C(NCc1ccc(F)cc1)C(=O)NCC1OCCN1S(=O)(=O)c1ccc2c(c1)OCCO2 (centres undefined)	0	0.1	0	3.0	3	-17	3	2	97	0
CC1CCC(NC(=O)CC(NC(N)=O)c2ccccc2Cl)CC1 (centres undefined)	0	-0.2	2	-0.4	8	-5	-6	-5	103	2
c1ccc(-n2nnnc2CN2CCOCC2)cc1	2	3.0	-22	-2.3	-4	-3	1	3	98	-4
Cc1ccc(S(=O)(=O)N2CCC(C(=O)Nc3ccncc3)CC2)cc1	0	-0.8	4	-1.3	-2	28	0	-3	105	10
CCN(Cc1ccccc1)C(=O)CSc1nc(C)cc(=O)[nH]1	8	-1.1	6	-1.2	3	7	4	-6	103	-1
CC1CC(C)CN(C(=O)c2ccc(NS(=O)(=O)c3ccc4[nH]c(=O)[nH]c4c3)cc2)C1 (centres undefined)	-2	0.2	-1	-0.7	-7	0	-1	-3	106	5
COC(=O)C1=C(C)N=C2SCCC(=O)N2C1c1ccc(C(=O)OC)cc1 (centres undefined)	x	-1.3	7	2.6	-10	4	-5	-2	x	1
O=C(COC(=O)c1ccc(Cl)nc1)Nc1ccccc1OC(F)F	-2	-1.6	8	1.9	1	-2	-3	3	100	0
COc1ccc(C(=O)SC2=NCCS2)cc1	1	2.1	-12	-0.1	1	3	4	-11	89	-3
Cc1sc2nc(COC(=O)c3cccc(OC(F)F)c3)[nH]c(=O)c2c1C	-2	3.6	-19	0.5	0	-6	4	0	89	-1
CC1(NC(=O)c2cc(S(=O)(=O)N3CCCCC3)ccc2Cl)CCS(=O)(=O)C1 (centres undefined)	x	-2.9	13	-0.6	1	2	-7	3	99	-1
CCCCNC(=O)N1CCc2ccccc2C1	-3	-2.1	11	0.4	1	6	-9	2	x	-2
CN(C)S(=O)(=O)c1cc(NC(=O)CN2CCN(c3ccccc3F)CC2)ccc1Cl	-1	-0.5	2	0.3	13	14	-1	2	118	-4
Cc1nsc2nc3c(F)c(F)c(F)c(F)c3cc12	-2	2.1	-11	2.2	-13	-18	4	0	104	-1
Cn1c(-c2ccc(Br)cc2)cnc1NCc1cccnc1	-4	-2.4	15	-0.8	-3	-4	-5	-3	100	2

More compounds follow.
Compound	Wnt bcat act	OPRM1-OPRD1 ag	MOR-DOR inv ag	LANA DNA inh	RTF Ca sens inh	Arrestin-AP2 inh	RTF Ca sens act	Keap1 Nrf2 FP	DSG3 Ab inh	V-ATPase pHluor
COc1ccc(C(=O)N2CCN(C(=O)c3ccco3)CC2)cc1	x	0.6	-4	3.2	-3	-5	8	-1	107	5
O=C(OCCN1C(=O)c2ccccc2C1=O)c1cc(=O)[nH]c2ccccc12	x	-0.1	0	0.1	-5	5	2	2	104	2
Fc1ccc(NC(=S)NCCc2ccccc2)c(F)c1F	x	5.3	-33	0.5	11	5	1	2	101	2
O=C(CCCc1ccccc1)N1CCc2ccccc21	26	0.9	-5	-1.7	-2	20	-8	-4	99	2
C=CCn1c(SCc2cc(=O)n3ccsc3n2)nc2cc(Cl)ccc2c1=O	1	-2.1	11	0.0	-7	4	-2	0	102	-3
CC1CN(Cc2nc3c(c(=O)n(C)c(=O)n3C)n2Cc2cccc(Cl)c2)CC(C)O1 (centres undefined)	-4	0.2	-1	0.0	-4	-1	0	-1	99	1
CN(C)c1ccc(C(=O)OCC#CCSc2nnc(-c3cccc4ccccc34)o2)cc1	-2	-2.0	11	1.2	-5	-3	-4	0	108	-2
CCOc1ccccc1/C=N/n1c(C)nc2ccccc2c1=O	2	-1.4	8	0.2	2	-7	-2	-1	94	-3
COc1ccccc1C(=O)Nc1nnc(SCC(=O)NCC2CCCO2)s1 (centres undefined)	34*	-2.0	10	0.3	0	-7	-3	1	95	0
O=S(=O)(Nc1ccc2c(c1)nc1n2CCOC1)c1ccc(Cl)cc1	-7	-1.6	8	0.7	2	2	0	2	78	-1
Cc1ccc(OCCSc2nnc(C)c(=O)n2N)cc1	0	-2.6	15	-0.1	-4	-16	9	-3	97	-3
ON=C1CCCCCCCC1	-2	-0.8	4	5.3	-2	31	0	-5	99	-5
CC(C)/C(=N/Nc1ccccc1[N+](=O)[O-])c1ccccc1	13	0.5	-3	0.5	0	25	4	4	100	0
O=[N+]([O-])c1c(N2CCN(CCO)CC2)nc2ccccn12	-1	-3.1	16	4.2	-3	6	-3	-6	90	3
CC(C)CNC(=S)NC(=O)c1ccccc1Cl	3	-0.1	1	-0.1	-2	4	16	0	91	-1
O=C(Cc1ccccc1)NNC(=S)Nc1ccccc1	-1	x	x	-0.6	x	15	x	-3	100	0
Cc1ccc(NC(=O)CO/N=C(\N)c2nonc2N)cc1C	22	-3.8	19	1.9	-29	1	-6	2	81	0
Cc1cccc(NC(=O)CN2CCN(C(=O)c3cccc(-n4cnnn4)c3)CC2)c1C	0	-1.4	5	-3.3	-6	-3	-1	-3	x	2
Cc1noc(/C=C/N(C)C)c1S(=O)(=O)N1CCCC(C(=O)Nc2ccc(F)cc2F)C1 (centres undefined)	-2	-2.4	12	-2.2	0	9	1	-11	99	4
CCOC(=O)CNc1nc(C(C)(C)C)nc2c1nnn2Cc1ccccc1	-5	6.6	-31	-1.5	6	24	-3	-1	99	2

Next section.
Compound	Wnt bcat act	OPRM1-OPRD1 ag	MOR-DOR inv ag	LANA DNA inh	RTF Ca sens inh	Arrestin-AP2 inh	RTF Ca sens act	Keap1 Nrf2 FP	DSG3 Ab inh	V-ATPase pHluor
COc1ccc(NC(=O)c2ccccc2Sc2ccc(NC(C)=O)nc2)cc1	-1	-2.4	12	0.0	3	36	0	5	97	2
O=C(CSc1nc(-c2ccccc2)cs1)Nc1cccc([N+](=O)[O-])c1	7	5.3	-27	0.2	1	7	-1	-1	93	-1
Cc1ccc(N(C(=O)c2csnn2)C(C(=O)NC2CCCCC2)c2ccccn2)cc1C (centres undefined)	-1	-2.3	14	2.4	1	4	2	0	94	2
Cc1ccccc1NC(=O)C[n+]1cc(-c2ccccc2)n2c1CCC2	1	-1.8	9	-1.2	-6	2	5	4	110	-2
O=C(NCCCN1CCOCC1)c1ccc2c(c1)N(Cc1ccccc1)CCS2	-1	-1.9	10	1.3	-14	-9	2	1	89	-2
CCN(Cc1ccccc1)C(c1ccccn1)c1nnnn1C(C)(C)CC (centres undefined)	x	2.9	-17	0.7	5	0	1	0	102	3
Brc1cccc(OCCN2CCCCC2)c1	x	-1.7	10	0.9	0	-6	3	1	129	-1
